High-throughput results from PubChem.
PAD4 inh: inhibitors of human PAD4. inhibition, % at 6.36 µM. Q9UM07. AID 485272. 330,000 tested, 0.41% active. recombinant PAD4, RCA probe fluorescence polarization;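 active means percent inhibition above a cutoff equal to the mean of all tested compounds plus 3 SD, cut at about 15% in these data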;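 further: 0% = PAD4 with RCA probe and DMSO and 100% = probe without PAD4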
PAFAH1B2 inh: inhibitors of human PAFAH1B2; P68402; recombinant PAFAH1B2, FP-rhodamine activity probe, fluorescence polarization; inhibition, % at 3.39 µM; 340,000 tested, 1.2% active;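 active means inhibition above the mean of all tested compounds plus 3 SD, cut at about 24% in these data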;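 further: 0% = enzyme with DMSO and 100% = wells lacking PAFAH1B2; many of its hits are not listed in these tables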
Fam108B counter: blocks mouse Fam108B hydrolase in RBBP9 counter-screen | recombinant Fam108B, FP-Rh probe fluorescence polarization | inhibition, % at 9.51 µM | 300,000 tested, 0.33% active;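 active means inhibition above the screen mean inhibition plus 3 SD, computed separately per campaign, cut at about 18% in these data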;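 further: inhibitors lower polarization as less probe binds the enzyme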
PAFAH1B3 inh: inhibitors of human PAFAH1B3 | Q15102 | recombinant PAFAH1B3, FP-rhodamine probe, fluorescence polarization | inhibition, % at 3.39 µM | 340,000 tested, 0.28% active;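 active means inhibition above the screen-wide average of all tested compounds plus 3 SD, cut at about 25% in these data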;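 further: 0% = enzyme with DMSO only and 100% = wells lacking PAFAH1B3 protein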
PME-1 primary: PME-1 (human) inhibition; 320,000 tested, 0.53% active; recombinant PME-1, FP-Rh probe fluorescence polarization; Q9Y570; inhibition, % at 5.9 µM;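 active means inhibition above the campaign mean of all compounds plus 3 SD, cut at about 26% in these data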;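 further: competitive labeling of PME-1 active site by serine hydrolase directed probe; 0% = PME-1 with DMSO and 100% = wells lacking PME-1 enzyme; inhibitors block probe labeling so polarization falls and inhibition rises; many of its hits are not listed in these tables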
Target sequence (Q9Y570 whole entry, looked up): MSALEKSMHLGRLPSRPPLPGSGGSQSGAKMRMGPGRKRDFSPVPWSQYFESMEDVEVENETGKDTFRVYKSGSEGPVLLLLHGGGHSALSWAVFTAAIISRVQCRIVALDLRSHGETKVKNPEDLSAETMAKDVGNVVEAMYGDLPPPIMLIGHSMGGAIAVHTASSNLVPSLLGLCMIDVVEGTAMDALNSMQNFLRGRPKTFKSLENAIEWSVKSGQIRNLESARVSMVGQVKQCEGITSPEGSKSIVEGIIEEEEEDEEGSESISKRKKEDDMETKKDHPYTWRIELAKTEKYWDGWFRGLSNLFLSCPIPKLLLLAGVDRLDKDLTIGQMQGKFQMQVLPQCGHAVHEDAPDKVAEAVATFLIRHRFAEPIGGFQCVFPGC
LYPLA1 inh: LYPLA1 (human) inhibition in PME1 counter-screen; O75608; recombinant LYPLA1, FP-Rh probe fluorescence polarization; inhibition, % at 5.9 µM; 320,000 tested, 0.16% active; AID 2174;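 active means inhibition above the mean of all tested compounds plus 3 SD, set per campaign, cut at about 14% in these data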;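 further: inhibitors block serine hydrolase probe labeling of LYPLA1 so polarization falls; 0% = enzyme with DMSO and 100% = wells lacking LYPLA1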
Target sequence (O75608 whole entry, looked up): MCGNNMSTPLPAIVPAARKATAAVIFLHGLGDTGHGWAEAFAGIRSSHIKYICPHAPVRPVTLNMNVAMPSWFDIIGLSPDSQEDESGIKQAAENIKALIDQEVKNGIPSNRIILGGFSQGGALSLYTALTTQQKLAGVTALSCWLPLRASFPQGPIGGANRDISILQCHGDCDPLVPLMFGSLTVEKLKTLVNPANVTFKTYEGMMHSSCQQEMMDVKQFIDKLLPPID
GSTO1 counter: counter-screen for RBBP9 inhibitors: inhibitors of human GSTO1; 300,000 tested, 1.1% active; inhibition, % at 5.96 µM; P78417; recombinant GSTO1, activity-based probe fluorescence polarization;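 active means inhibition above the campaign mean inhibition plus 3 SD, cut at about 35% in these data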;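 further: 0% = GSTO1-1 with DMSO and 100% = wells lacking GSTO1-1 enzyme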
pPAFAH inh: pPAFAH (human) enzyme inhibition; Q13093; recombinant pPAFAH, FP-rhodamine probe fluorescence polarization; inhibition, % at 3.39 µM; 330,000 tested, 1.5% active; AID 463082;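 active means inhibition above the mean inhibition across the screen plus 3 SD, cut at about 25% in these data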;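 further: inhibitors block binding of the rhodamine activity-based probe so polarization drops; 0% = enzyme with DMSO and 100% = wells lacking pPAFAH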
Target sequence (Q13093 whole entry, looked up): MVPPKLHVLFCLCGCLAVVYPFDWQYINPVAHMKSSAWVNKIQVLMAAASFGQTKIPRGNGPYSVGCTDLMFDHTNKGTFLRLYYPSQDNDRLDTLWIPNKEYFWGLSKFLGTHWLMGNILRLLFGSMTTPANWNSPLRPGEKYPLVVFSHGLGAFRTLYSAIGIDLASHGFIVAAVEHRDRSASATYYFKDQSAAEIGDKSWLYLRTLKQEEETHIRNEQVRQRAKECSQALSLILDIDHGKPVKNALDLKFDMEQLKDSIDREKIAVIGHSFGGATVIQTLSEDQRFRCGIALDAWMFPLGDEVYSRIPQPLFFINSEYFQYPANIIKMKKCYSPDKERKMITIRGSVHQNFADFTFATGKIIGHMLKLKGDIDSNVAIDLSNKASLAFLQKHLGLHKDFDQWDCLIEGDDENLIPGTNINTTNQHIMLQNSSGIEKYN
PAFAH2 inh: PAFAH2 (human) inhibition; inhibition, % at 3.39 µM; AID 492956; recombinant PAFAH2, FP-rhodamine activity probe, fluorescence polarization; 340,000 tested, 0.99% active; Q99487;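 active means inhibition above the mean over all tested compounds plus 3 SD, cut at about 30% in these data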;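 further: inhibitors block probe labeling of enzyme so polarization drops; 0% = enzyme with DMSO and 100% = wells lacking PAFAH2 protein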
* = called active by the depositor; · = no result given.

SMILES	PAD4 inh	PAFAH1B2 inh	Fam108B counter	PAFAH1B3 inh	PME-1 primary	LYPLA1 inh	GSTO1 counter	pPAFAH inh	PAFAH2 inh
Cc1onc(-c2ccccc2)c1C(=O)N(CC(C)C)c1c(N)n(CC(C)C)c(=O)[nH]c1=O	2.2	2.9	·	4.0	7.5	-1.1	·	-0.2	-1.4
COC(=O)C(O)(CC(=O)Nc1cc(Cl)ccc1Cl)C(F)(F)F (centres undefined)	-1.2	0.5	-1.3	-5.0	1.9	3.5	-3.4	4.2	1.9
O=C(c1cc(Br)ccc1Cl)N1CCCC1	-0.6	-0.7	0.1	6.7	-1.6	0.5	-6.9	1.3	-4.0
Cc1cc(C)n2c(Br)c(CSc3nc4ccccc4s3)nc2n1	0.6	-1.1	2.0	7.5	6.8	0.6	5.6	3.4	8.0
COc1ccc2cc(C(N)=O)c(=Nc3ccc(C)cc3)oc2c1	-1.0	1.3	2.2	0.0	-1.3	0.9	0.1	4.1	1.5
O=[N+]([O-])c1cccc(Cl)c1CSc1ccccn1	0.1	-2.4	-1.4	9.2	9.4	-4.2	6.0	4.4	1.6
CC(=O)Nc1n[nH]c(-c2ccc(C)cc2)c1C	-2.3	0.5	1.6	1.5	-1.2	-2.0	3.6	1.2	-2.2
Cc1ccc(C(=O)Nc2ccc(C(=O)N/N=C/c3ccccn3)cc2)cc1	-7.9	0.7	-3.1	4.2	-12.6	-12.5	-0.1	1.5	-10.1
Cc1ccc2ncnc(NCCCCCC(=O)O)c2c1	1.1	5.9	0.1	10.2	-2.3	-1.3	-7.2	-0.5	3.6
O=C(/C=C/c1ccccc1)OCCN=C1NS(=O)(=O)c2ccccc21	5.2	3.7	1.2	6.5	4.2	-0.7	-10.0	-0.5	30.3*
COc1cc(C(=O)n2nc(C)cc2C)ccc1O	1.5	3.7	1.5	-4.7	2.3	-0.1	3.2	-2.7	2.2
COc1ccc(S(=O)(=O)Nc2ccc(C(N)=O)cc2)cc1C(=O)N1CCCCCC1	0.9	3.0	1.9	2.6	2.9	1.8	1.4	1.3	-7.5
CCN(CC(=O)NCc1cccs1)C(=O)c1cc(S(=O)(=O)N2CCOCC2)ccc1C	0.0	-3.4	2.1	9.4	4.3	-4.4	-3.8	5.7	3.4
O=S(=O)(Nc1nc2ccccc2s1)c1ccc(Cl)nc1	-5.0	-0.9	2.7	-0.1	5.2	0.2	-0.6	8.7	1.8
Nc1nc(Nc2ccccc2)nc(N2CCCC2)c1[N+](=O)[O-]	-1.4	0.7	0.2	4.1	2.5	-2.3	-9.6	8.3	-2.4
COc1cc(NC(=O)c2ccco2)c(OC)cc1NC(=O)CCC(=O)Nc1cccc(C)c1C	1.5	6.8	0.4	-6.7	-4.1	-4.7	-2.2	14.1	3.5
COc1ccc(Cl)cc1NC(=S)NNC(=O)c1cccs1	1.6	8.6	5.7	14.9	4.6	3.0	10.7	8.4	1.9
COc1cccc(C(=O)NCC(=O)OCC(=O)Nc2ncc(Cl)cc2Cl)c1	-0.2	2.1	6.2	5.8	7.0	2.0	3.3	11.1	0.5
Cc1c(C(=O)N(C)Cc2ccccc2)oc2c(Cl)cccc12	-0.3	4.2	6.5	1.4	3.9	-2.2	0.6	10.5	-6.3
Cc1nc2ccc(Cl)cc2nc1C	-0.1	5.1	-2.3	-4.7	6.4	1.7	8.8	6.7	4.2
CC1CCN(CC(=O)NC(=O)NCc2ccccc2)CC1	-8.4	0.7	-1.7	-2.3	-0.8	2.0	5.9	3.4	6.4
Cc1occc1-c1nnc(SCC(=O)c2ccc(F)cc2)o1	2.2	2.4	1.9	-0.6	-4.6	0.2	36.1*	3.5	5.0
Cc1c(C(=O)NC(=S)NCC(C)C)oc2ccccc12	1.4	1.5	-0.3	6.8	1.6	0.5	2.8	-2.3	-2.9
COc1ccc(NC(=O)CSc2nc3nc(-c4cccs4)cc(C(F)(F)F)c3c(=O)[nH]2)c(OC)c1	-5.3	2.5	-1.1	-5.1	45.7*	-7.9	-9.6	9.5	16.3
CC(=O)Nc1cccc(NC(=O)CSc2nnc3ccc(-c4cccnc4)nn23)c1	-11.4	0.8	-1.7	1.5	-0.5	3.4	-5.5	-9.7	-1.2
COc1ccc(CN2C3CCCC2CC(NC(=O)/C=C/c2ccccc2)C3)cc1 (centres undefined)	1.1	5.8	-3.4	7.8	0.6	-4.0	7.4	4.0	2.6
COCCN(C(=O)COC(=O)Cc1c[nH]c2ccccc12)c1c(N)n(Cc2ccccc2)c(=O)[nH]c1=O	3.2	-5.1	-1.2	4.4	2.1	1.1	15.8	-0.4	1.6
COc1ccc(C2CC(=O)c3c(C)nc(N4CCN(Cc5ccccc5)CC4)nc3C2)cc1OC (centres undefined)	-0.5	0.8	-4.3	4.8	-2.8	1.1	0.4	2.3	-8.4
NC(=O)Cn1cc(/C=N\NS(=O)(=O)c2cccc([N+](=O)[O-])c2)c2ccccc21	-0.4	1.5	0.0	4.5	2.8	1.7	8.8	3.1	-4.0
CCOC(=O)c1c(-c2ccccc2)csc1NC(=O)C(C)NCc1ccco1 (centres undefined)	6.9	-1.2	0.5	0.2	1.3	-2.8	5.0	5.2	-1.7
CC(=O)c1ccc(-c2cc([C@H]3[C@H]4C=CC[C@@H](C)[C@@H]4C(=O)N3Cc3ccccc3)ccc2F)cc1	2.3	-6.1	-4.7	-4.6	4.2	-3.7	1.8	4.8	-4.5
Cc1noc(C)c1CC(=O)Nc1ccc2c(c1)OCO2	-2.9	1.5	·	-1.8	-4.5	1.9	·	-2.1	6.0
O=C(CN1C(=O)NC2NC(=O)NC21)N/N=C/c1ccccc1O (centres undefined)	-5.0	-2.2	-0.2	1.0	0.5	0.8	-2.6	1.6	2.4
CCOC(=O)N1CCN(C(=O)CCSc2ccccc2)CC1	-3.0	7.4	2.3	0.3	2.6	3.4	-7.0	3.8	18.5
Cc1ccc(NC(=O)c2ccc3c(c2)OCCO3)cc1	-1.2	5.4	1.4	-0.5	-1.6	0.1	1.7	8.0	2.8
Cc1nc2c(cnn2-c2ccccc2Cl)c(=O)n1-c1ccc(N2CCC(C)CC2)cc1	-0.8	10.2	3.1	2.5	0.6	-0.8	-3.8	5.8	-1.0
CCOc1ccc(C(c2c(NC(=O)c3ccco3)sc(C)c2C)N2CCOCC2)cc1 (centres undefined)	-0.2	-2.6	·	5.0	6.2	-3.1	·	7.5	1.3
O=C(NCC(=O)N1CCC2(CC1)NCCc1[nH]cnc12)c1ccc2ccccc2c1	-0.1	-2.1	-0.5	0.6	-1.7	3.1	-3.7	7.8	6.0
CCOC(=O)CN(c1ccccn1)S(=O)(=O)c1ccc(OC)cc1	-3.9	5.7	1.6	8.4	-8.4	-1.7	20.9	-8.1	-3.0
Cc1cccc(-c2nc(CS(=O)CC(=O)N3CCCCC3)c(C)o2)c1 (centres undefined)	-4.1	1.2	7.0	0.7	-5.1	-2.2	1.7	1.8	13.2
COc1ccc(-c2noc(CCCOc3ccccc3)n2)cc1OC	-4.4	2.0	-3.5	7.0	-3.8	-3.4	-1.7	1.0	-3.0
CC(/C=C/c1ccc2c(c1)OCO2)=N\NC(=O)COc1ccccc1C	2.8	2.5	3.1	1.2	-1.6	0.8	0.2	4.9	1.2
COc1ccc(Cc2c(N)nc(N)nc2N)cc1	-6.4	1.8	-3.0	2.1	2.2	2.8	-3.5	-0.7	-8.5
Cc1cccc(/C=N/n2c(-c3cc(-c4ccccc4)n[nH]3)n[nH]c2=S)c1	7.1	10.3	3.0	2.0	16.6	1.3	7.5	6.6	10.3
Nc1cc(C(F)(F)F)ccc1NCCc1ccccn1	-7.7	6.1	4.5	5.1	10.0	2.9	7.7	7.3	63.6*
CC(CC(=O)Nc1ccccc1)n1ccnc1 (centres undefined)	0.4	6.5	0.7	12.2	-2.8	-0.7	8.8	0.9	-9.1
COc1ccc([N+](=O)[O-])cc1NC(=O)c1ccc(C)o1	1.2	-0.8	0.1	7.6	0.8	1.1	2.5	3.0	-3.3
Cc1cccc2nc(CSc3nc4cc([N+](=O)[O-])ccc4s3)cn12	-2.7	-2.8	-0.4	-0.2	-2.3	-3.5	3.8	3.3	-4.1
COc1ccc(C(=O)NC(=S)N2CCOCC2)cc1Br	-4.5	6.0	0.9	8.0	-1.4	-1.0	-0.1	3.1	6.0
CC1(C)C2CCC1(C)C(OC(=O)c1ccc(O)cc1)C2 (centres undefined)	1.8	10.9	-4.1	5.0	-5.7	-3.9	-4.3	0.1	0.7
Nc1ccc(S(=O)(=O)NC2=NCCCCC2)cc1	-0.4	4.2	-1.1	5.6	-10.0	-3.8	3.6	-6.0	5.4
O=C1CSC(c2ccc(Cl)cc2Cl)N1c1ccccn1 (centres undefined)	-1.2	1.2	0.6	3.5	1.4	-3.1	2.2	3.2	0.5
O=C(c1ccco1)N1CCN(Cc2nnc(-c3ccccc3)o2)CC1	1.7	2.8	1.1	9.1	-0.7	1.5	1.5	1.6	1.9
CCOC(=O)c1cc(-c2ccc(/C=N\n3cnnc3)o2)ccc1Cl	1.6	1.2	-3.9	-1.4	-0.6	-0.2	-0.6	1.7	2.7
CN(C)c1ccc(NC(=O)CN2CCC(O)(c3ccccc3)CC2)cc1	12.0	0.7	-4.2	-1.7	-0.2	-1.8	-1.4	-4.3	3.2
O=C(COc1ccc(Br)cc1Cl)N1CCN(c2ncccn2)CC1	-0.6	1.9	·	5.3	4.5	0.4	·	-3.4	2.2
COc1ccc(CNC(=O)CNC(=O)c2ccc(C(C)(C)C)cc2)cc1OC	-7.7	3.0	-2.3	3.1	-8.5	-3.1	0.6	-2.0	2.1
O=C(Cc1c(F)cccc1Cl)NNC(=O)c1ccc(Br)s1	-0.5	-10.3	·	8.2	·	·	·	2.9	2.2
O=C(NCc1nnc(SCc2ccc(C(F)(F)F)cc2)n1-c1ccccc1)C12CC3CC(CC(C3)C1)C2	0.7	8.6	-0.3	5.0	-0.2	-2.2	5.7	17.4	-3.8
O=C(Cn1c(=O)n(-c2ccc(F)cc2)c(=O)c2sccc21)NC1CCCCC1	-2.3	4.4	1.4	-3.0	5.2	2.0	5.6	5.3	-0.9

The list continues:
SMILES	PAD4 inh	PAFAH1B2 inh	Fam108B counter	PAFAH1B3 inh	PME-1 primary	LYPLA1 inh	GSTO1 counter	pPAFAH inh	PAFAH2 inh
O=C(O)CCc1nc2cccnc2n1Cc1ccccc1	4.8	4.7	-1.4	7.6	5.4	0.7	-1.1	-1.6	-0.6
CCn1ncc(S(=O)(=O)Nc2cc(Cl)ccc2C)c1C	-2.0	0.5	-3.7	2.3	-0.6	-0.2	6.2	8.8	8.1
COc1cccc(OC)c1OCCCCn1cnc2ccccc2c1=O	2.4	1.1	-0.2	14.8	5.4	1.8	-5.0	1.7	-11.1
COc1ccc(N2C(=O)[C@H]3[C@@H](C2=O)C2c4ccccc4C=NN2[C@H]3C(=O)C(C)(C)C)cc1 (some centres undefined)	-0.3	7.3	-3.5	3.2	-3.2	-1.6	4.6	0.2	6.5
Cn1c(NC(=O)c2cc(-c3ccc4c(c3)OCO4)nc3ccccc23)cc(=O)n(C)c1=O	-5.3	3.5	4.8	14.9	0.4	0.0	-7.4	-8.5	2.0

This is a subset, so the mix of outcomes need not match the whole.
